Tb PFK inh = inhibitors of T. brucei phosphofructokinase. T. brucei PFK, ADP-Glo luminescence. 330,000 tested, 0.17% active. O15648. Potency, µM (doses to about 57.5 µM), without a hit: at the top dose activity, negative = inhibition, most hits filed as inhibitors;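 note: potency is the fitted concentration of half-maximal effect; 0% = uninhibited 1x PFK enzyme wells and -100% = no-enzyme wells; nearly all actives have a fitted effect of over 60% in size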
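In TEA buffer at pH 8.0 with 5 mM MgCl2, enzyme (1.25 nM) converted F6P (0.5 mM) and ATP (0.1 mM) for 45 min at room temperature. ADP product was read by luciferase luminescence.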
BRCA1 expr up = activators of BRCA1 expression; MCF7-BRCA1-FFLuc reporter, luminescence, 48 h; response scale: scaled: vehicle 0%, 10 µM genistein 100%; Potency, µM (highest dose often 46.1 µM), for inactives: at the highest dose activation, hits mostly activators; 380,000 tested, 1.1% active; note: potency is the fitted concentration of half-maximal effect; nearly all actives have a fitted effect of over 80% in size; some results filed as inactive show a strong effect at the top dose
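MCF7 cells carrying a BRCA1-firefly luciferase reporter (2000 cells/well, phenol-red free MEM) were attached for 2 h at 37 °C, then given compounds for 48 h. Luminescence was read 15 min after luciferase reagent; activity normalized to genistein (10 microM) and DMSO.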
ELG1 repair inh = ELG1-dependent DNA repair inhibition; HEK293T ELG1-luciferase reporter, luminescence, 16 h; DNA damage induced by 5-fluorouridine; 330,000 tested, 2.3% active; Potency, µM (titrated, usually from 46.1 µM), inactives show top-dose activity change, negative = inhibition, usual class: inhibitors; note: potency is the fitted concentration of half-maximal effect; % is set by controls: 0 for no effect and ±100 for the full control effect; nearly all actives have a fitted effect of over 55% in size
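Cells (2,000 per well) received 5-fluorouridine plus test compound or DMSO and were incubated 16 hr at 37 °C, 5% CO2. Luciferase activity was read by luminescence 30 min after ONE-Glo addition; signal suppression marked inhibition of damage-induced ELG1 function.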
NPC1 prom act = NPC1 promoter activation; Huh7 NPC1 promoter luciferase reporter, 24 h; Potency, µM (top dose mostly 9.22 µM), inactives show at the top dose activation, hits mostly activators; AID 485313; 320,000 tested, 2.4% active;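 note: potency is the fitted concentration of half-maximal effect; % of control where 0% means no effect; nearly all actives have a fitted effect of over 60% in size; reporter is driven by a mutant NPC1 promoter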
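Luminescence from an NPC1 promoter-driven luciferase reporter in stably transfected Huh7 cells was measured after 24 h compound treatment at 37 °C, followed by 10 min ambient incubation with luciferase detection reagent.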
TRPV1 ag = human TRPV1 agonism | 320,000 tested, 0.19% active | TRPV1-expressing cells, Fluo-8 calcium influx, agonist mode | AID 540275 | activation, % at 8.33 µM; in the data active = activation above about 80%; inconclusive = between about 30% and that limit; note: 0% is about no effect
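TRPV1-expressing cells were cultured overnight at 35.5C and loaded with Fluo-8 calcium dye for 40 to 90 min at room temperature. After a 10 s baseline, compound was added and calcium influx was read kinetically for 3 min (ex 480/em 520 nm).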
ELG1 genotox = genotoxicity induction in ELG1-luciferase HEK293T cells | HEK293T ELG1-luciferase reporter, luminescence, 16 h | AID 504466 | Potency, µM (highest dose often 46 µM), for the others: top-dose activity change, positive = activation, hits mostly activators | 330,000 tested, 1.3% active; note: potency is the fitted concentration of half-maximal effect; % of control where 0% means no effect; nearly all actives have a fitted effect of over 60% in size
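DMSO vehicle served as control against compound-treated ELG1-luciferase HEK293T cells; exposure lasted 16 hr at 37 °C and 5% CO2, followed by ONE-Glo luminescence detection after 30 min.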
Gal4-VP16 FLuc = inhibits Gal4-VP16 luciferase reporter, ROR gamma counter-screen; 310,000 tested, 3.5% active; Drosophila S2 Gal4-VP16 UAS-luciferase, luminescence, 20 h; AID 2546; Potency, µM (titrated, usually from 53.6 µM), inactives show at the top dose activity, negative = inhibition, usual class: inhibitors;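 note: Gal4-VP16 expression switched on by copper sulfate through the metallothionein promoter; potency is the fitted concentration of half-maximal effect; % is set by controls: 0 for no effect and ±100 for the full control effect; nearly all actives have a fitted effect of over 50% in size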
FLuc counter = firefly luciferase modulation, counter-screen for miR-21 project. 360,000 tested, 6.9% active. Potency, µM (series often up to 57.5 µM), without a hit: at the highest dose activity change, negative = inhibition, actives largely listed as inhibitors. AID 588342. purified FLuc, Km substrates, luminescence inhibition;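 note: potency is the fitted concentration of half-maximal effect; plate controls were vehicle for no effect and reference inhibitor for full effect; nearly all actives have a fitted effect of over 55% in size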
Target sequence (P08659 whole entry, looked up): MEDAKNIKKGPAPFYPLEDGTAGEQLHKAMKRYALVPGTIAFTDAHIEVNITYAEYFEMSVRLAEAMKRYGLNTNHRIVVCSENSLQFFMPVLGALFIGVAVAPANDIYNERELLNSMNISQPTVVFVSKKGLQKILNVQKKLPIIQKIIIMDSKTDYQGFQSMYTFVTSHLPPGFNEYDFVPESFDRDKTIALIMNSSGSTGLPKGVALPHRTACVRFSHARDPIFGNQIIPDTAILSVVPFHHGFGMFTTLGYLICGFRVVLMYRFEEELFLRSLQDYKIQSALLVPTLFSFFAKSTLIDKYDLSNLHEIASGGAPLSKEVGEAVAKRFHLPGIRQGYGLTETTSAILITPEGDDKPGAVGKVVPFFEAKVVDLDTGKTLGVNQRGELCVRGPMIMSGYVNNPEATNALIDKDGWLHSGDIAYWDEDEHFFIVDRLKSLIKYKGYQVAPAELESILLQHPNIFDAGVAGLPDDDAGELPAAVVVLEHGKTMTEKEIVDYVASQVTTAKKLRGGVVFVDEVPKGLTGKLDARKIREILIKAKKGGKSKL
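Purified P. pyralis luciferase, 10 nM final, with Km-level 10 uM D-luciferin and 10 uM ATP in 50 mM Tris acetate pH 7.5, 10 mM Mg acetate, 0.01% Tween-20, 0.05% BSA; 6-point qHTS titration about 60 µM downward; luminescence read.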
RORgamma inh = ROR gamma (mouse) transcription inhibition; P51450; Drosophila S2 Gal4-RORgamma UAS-luciferase reporter, 20 h; Potency, µM (titrated, usually from 53.6 µM), inactives show at the highest dose activity change, negative = inhibition, most hits filed as inhibitors; 310,000 tested, 5.4% active; AID 2551; note: potency is the fitted concentration of half-maximal effect; % is set by controls: 0 for no effect and ±100 for the full control effect; nearly all actives have a fitted effect of over 60% in size
Target sequence (P51450 whole entry, looked up, the tested form may be a part): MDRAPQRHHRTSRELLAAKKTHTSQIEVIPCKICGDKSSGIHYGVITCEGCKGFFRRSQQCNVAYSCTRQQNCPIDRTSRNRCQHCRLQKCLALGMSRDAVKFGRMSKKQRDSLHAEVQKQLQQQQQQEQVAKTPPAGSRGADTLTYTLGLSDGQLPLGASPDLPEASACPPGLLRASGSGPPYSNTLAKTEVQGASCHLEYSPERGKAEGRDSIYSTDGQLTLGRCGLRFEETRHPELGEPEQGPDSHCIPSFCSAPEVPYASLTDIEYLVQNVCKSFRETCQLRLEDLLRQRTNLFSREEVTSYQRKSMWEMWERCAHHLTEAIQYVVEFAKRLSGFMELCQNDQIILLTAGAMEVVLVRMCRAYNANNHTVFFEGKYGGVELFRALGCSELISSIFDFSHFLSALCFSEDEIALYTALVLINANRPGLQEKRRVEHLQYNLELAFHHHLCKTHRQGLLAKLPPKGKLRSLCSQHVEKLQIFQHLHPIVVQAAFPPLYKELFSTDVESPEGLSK
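Compounds are pin-transferred onto Drosophila Schneider cells expressing a copper-inducible Gal4–ROR gamma transactivation domain fusion. After 1 hr, copper sulfate is added to 700 uM final; luciferase is read 20 hr later.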
Rab9 promoter act = activators of Rab9 promoter; Huh7 Rab9 promoter-luciferase reporter, luminescence, 24 h; Potency, µM (top dose mostly 9.22 µM), inactives show at the highest dose activation, negative = inhibition, most hits filed as activators; 320,000 tested, 2.8% active; note: potency is the fitted concentration of half-maximal effect; % of control where 0% means no effect; nearly all actives have a fitted effect of over 60% in size
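Luciferase signal after 10 min detection reagent at ambient indicates Rab9 promoter upregulation; stably transfected Huh7 cells were treated 24 h with compound in DMSO at 37 °C, 5% CO2.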
p53 reactivator = re-activators of mutant p53; H1299 p53-A138V BP100-luciferase reporter, luminescence, 24 h; Potency, µM (highest dose often 92.2 µM), without a hit: at the highest dose activity change, positive = activation, usual class: activators; 320,000 tested, 0.063% active; note: potency is the fitted concentration of half-maximal effect; % of control where 0% means no effect; nearly all actives have a fitted effect of over 45% in size
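p53-null H1299 cells stably carrying temperature-sensitive p53-A138V and a BP100-luciferase reporter were pinned with compounds (4-point, 1:5 series) and held 24 hrs at 37 deg C. Luminescence was read 10 min after detection reagent.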
The depositor's hits bear a star; ? = inconclusive; . = not tested or not shown; & = joins results of further samples; [ ] = another dose, or the depositor's remark. Unless noted, calls come from the whole dose curve; as a rule, active = well fitted curve in the direction sought with a large enough effect; inconclusive = small, poorly fitted or top-dose-only effect, or another doubt; inactive = no such curve, though single readings can be large; an effect the other way counts as inactive or inconclusive.

Structure	Tb PFK inh	BRCA1 expr up	ELG1 repair inh	NPC1 prom act	TRPV1 ag	ELG1 genotox	Gal4-VP16 FLuc	FLuc counter	RORgamma inh	Rab9 promoter act	p53 reactivator
CN(C[C@H](Cc1ccccc1)N(C[C@H](Cc1cccc2ccccc12)N(CCc1ccccc1)N=O)N=O)N=O	-10%	-8%&4%	-7%	-2%	0	-4%	-8%	0%	3%	-2%	-1%
CSc1ccccc1NC(=O)COc1nsnc1N1CCOCC1	-6%	-3%	4%	3%	25	1%	-2%	-2%	-7%	-1%	2%
Cc1nn(Cc2ccc(C(=O)N3CCCC3)o2)c(C)c1[N+](=O)[O-]	-5%	15%	-2%	-1%	-8	2%	.	1%	.	-4%	.
COc1ccc(C2=NOC(CNC(N)=S)C2)cc1 (stereo not given)	-4%	3.2µM*	?	1µM*	1	12%	?	11µM*	?	0.71µM*	?
COc1ccc(CC(=O)Nc2c(C(N)=O)oc3ccccc23)cc1	1%	-4%	-23%	1%	0	-9%	-8%	1%	-5%	-1%	-15%
CN(C)c1ccc(C(=S)N2CCN(C(=S)Nc3cccc4ccccc34)CC2)cc1	-6%	-4%	13%	-11%	-3	-2%	6%	0%	-11%	1%	2%
O=C(NCC(=O)N1CCCCCCC1)c1ccccc1Br	-3%	70%	?	4%	0	21%	.	-15%	.	-4%	2%
CCOc1ccc(NCc2cc3cc(OC)ccc3[nH]c2=O)cc1	1%	0%	?	-7%	-4	-12%	?	4%	24%	-3%	0%
CCC(=O)Nc1nc(C)c(-c2csc(Nc3ccccn3)n2)s1	1%	32%	-27%	?	-6	2%	?	17µM*	?	?	7%
COc1ccc(N2CCOCC2)c(NC(=O)c2ccco2)c1	-1%	1%	-3%	0%	4	-2%	0%	0%	12%	9%	-4%
CC(C)(C)c1ccc(NC(=O)Nc2ccc3ccccc3n2)cc1	-7%	-49%	10%	4%	0	4%	4%	-10%	0%	-5%	-2%
COc1ccc(OC)c(C2NC(=O)NC(C)=C2C(=O)Nc2ccc(C)cc2C)c1 (stereo not given)	-2%	-7%	13%	0%	1	-4%	1%	-1%	-4%	6%	-12%
Cc1ccc(NC(=O)Cn2c(=O)oc3ccccc32)cc1Cl	-11%	-2%	-11%	-3%	-2	-3%	-6%	3%&-7%	8%	-5%	-1%
O=C(COC(=O)c1cc(S(=O)(=O)N2CCOCC2)ccc1F)Nc1ccc2c(c1)OCO2	0%	9%	-12%	.	.	0%	.	.	.	.	6%
COc1ccc(OC)c(C(=O)CCCC(=O)c2cc(OC)ccc2OC)c1	-8%	-6%	?	-1%	-3	-13%	-2%	0%	-5%	-2%	-12%
COc1cccc(-c2ccc(SCC(=O)N3CCOCC3)nn2)c1	-17%	49%	14%	-1%	1	6%	21%	?	11%	-4%	5%
O=C(Nc1ccc(Cl)c(Cl)c1)c1ccccc1	?	31%	?	3.2µM*	?	?	.	3.8µM*	.	1.6µM*	?
COc1ccc(NC(=O)COC(=O)CNC(=O)c2cc(OC)c(OC)c(OC)c2)cc1	-3%	-3%	-13%	-2%	1	-1%	1%	-1%	-1%	-2%	-1%
Clc1cccc(CN2CCSCC2)c1	-10%	27%	3%	5%	-2	0%	-1%	6%	-1%	7%	.
COc1ccc(OCc2cc(C(=O)N(C)C3CCOCC3)no2)c2ccccc12	4%	9%	?	?	29	12%	22%	15µM*	37%	?	21%
Cc1ccccc1CN1C(=O)c2ccccc2Sc2ccc(C(=O)O)cc21	-5%	0%	-1%	-2%	4	-4%	-7%	?	8%	-3%	-2%
O=C(O)[C@H]1CCCC[C@H]1C(=O)Nc1ccc(Nc2ccccc2)cc1	-3%	3%	-1%	1%	3	2%	1%	?	?	0%	?
CCC(=O)Nc1cccc(C2=NOC3(C2)C[C@H](C(N)=O)N(C(=O)c2ccc(Cl)cc2)C3)c1 (stereo not given in full)	2%	1%	12%	-5%	-1	3%	4%	-3%	-17%	0%	-4%
O=C(c1cccc(Oc2ccc([N+](=O)[O-])cc2)c1)N1CCOCC1	1%	-3%	-1%	0%	6	1%	-12%	-1%	42%	?	-22%
O=C(OCn1nnc2ccccc2c1=O)C12CC3CC(CC(O)(C3)C1)C2	0%	3%	-2%	5%	-3	0%	0%	-2%	17%	1%	6%
CC1(C)N=C(N)NC(Nc2ccccc2)=N1	-4%	2%	1%	0%	-1	0%	-12%	1%	3%	-2%	-2%
CC(C)n1c(O)c(N=NC(=O)Cn2ccc(C(F)(F)F)n2)c2ccccc21	-3%	-58%	-16%	1%	-1	-3%	-9%	0%	-4%	1%	0%
COC(=O)/C(C#N)=C/c1ccc(-c2ccc(S(N)(=O)=O)cc2)o1	6%	-34%	5%	9%	2	0%	-1%	-16%	-3%	1%	4%
Cc1ccc(C(=O)NCCNC(=O)c2cnccn2)cc1	-4%	0%	0%	2%	-2	0%	7%	-1%	-10%	-3%	0%
O=C(CSc1ncc(C(F)(F)F)cc1Cl)NCC1CCCO1 (stereo not given)	0%	4%	-8%	1%	13	-1%	-1%	6%	9%	-3%	-2%
CC(=O)Nc1ccc(S(=O)(=O)Oc2cccc(N3C(=O)C4CCCCC4C3=O)c2)cc1 (stereo not given)	1%	-1%	-13%	-26%	-2	-2%	-3%	1%	23%	5%	-4%
Cc1ccc(C(=O)C[n+]2cc(-c3ccccc3)n3c2CCCCC3)cc1	7%&0%	-53%&-88%	-3%&-25%	-14%&-8%	1&1	-10%&-17%	?	4%&-2%	?	-24%&-22%	-3%&-15%
CCn1c(SCC(=O)Nc2sc3c(c2C#N)CCCC3)nnc1-c1ccncc1	0%	-11%	-25%	2%	1	-2%	2%	?	-2%	2%	-10%
CCOC(=O)c1cc2cc(OCc3ccccc3)ccc2nc1C	2%	8%	0%	1%	16	-2%	2%	?	20%	-7%	13%
Cc1cc(C)cc(OCC(=O)Nc2cccc(C(=O)O)c2)c1	-3%	73%	?	?	1	27%	-25%	15µM*	13%	?	?
CNC(=O)NC(=O)CSc1nc(-c2cccs2)c(C#N)c(=O)[nH]1	0%	-23%	6%	-2%	-2	2%	4%	-4%	-4%	-10%	2%
Cc1ccc(-c2nnn(CC(=O)N(Cc3ccco3)C(C(=O)NC(C)(C)C)c3ccncc3)n2)o1 (stereo not given)	0%	-6%	-13%	-9%	0	5%	-14%	0%	16%	-2%	-1%
CCN(CC(=O)Nc1ccccc1OC)C(=O)C1CCC1	-1%	14%	2%	2%	2	-1%	.	0%	.	0%	4%
CCN(CC)S(=O)(=O)c1cccc(C(=O)Nc2cc(C)nn2-c2ccccc2)c1	-11%	-22%	23µM*	-1%	3	-5%	-1%	0%	18%	0%	-10%
c1ccc(CCN2CN=C(Nc3nc4ccccc4s3)NC2)cc1	0%	29%	?	10%	2	5%	-9%	-17%	9%	3%	7%
C[C@@H]1C[C@H](O)c2cc(Cl)ccc2N1	-4%	-15%	-15%	-2%	-5	1%	2%	-2%	2%	1%	-2%
CCn1c(SCc2cccc(F)c2)nnc1-c1ccncc1	-21%	-8%	2.6µM*	0%	-4	-3%	0%	1%	-12%	0%	-4%
C[C@]1(C(=O)O)Cc2oncc2C[C@@H]1C(=O)O	1%	13%	1%	-8%	-5	1%	-7%	6%	-26%	-5%	-4%
COc1ccc(S(=O)(=O)N2CCCCCC2)cc1N(C)S(=O)(=O)c1ccc(C)cc1	6%	-55%	?	-7%	7	0%	?	2%	?	1%	-16%
COC(=O)Nc1ccc(S(=O)(=O)N2CCCC(C(=O)N3CCC(C)CC3)C2)cc1 (stereo not given)	-3%	-35%	?	-4%	6	-11%	-4%	2%	23%	-2%	-3%
COc1ccccc1CN(C(=O)CCl)C(C(=O)NC1CCCCC1)c1ccncc1 (stereo not given)	5%	-1%	7%	-5%	-2	-1%	-6%	4%	8%[10 µM]	-12%	1%
CCc1nc2ccc(C(=O)Nc3ccc4c(c3)OCO4)cc2nc1CC	2%	54%	0%	16%	?	5%	-13%[10 µM]	?	26%	2%	5%
CCc1nnc(SCC(=O)Nc2ccc(N3CCN(S(C)(=O)=O)CC3)cc2)o1	-1%	-6%	20%	11%	1	-2%	2%	2%	-41%	13%	1%
Cc1ccccc1NC(=O)COC(=O)c1cc[n+]([O-])cc1	-3%	6%	2%	-6%	0	1%	.	0%	.	0%	9%
